Source: PubChem BioAssay (Broad Institute)
CFTR F508del cor: correctors of CFTR F508del function in bronchial epithelial cells; AID 720511; CFBE cells, YFP halide quenching; stimulated with forskolin plus potentiator P3; % fluorescence drop versus neutral controls; activity (quench increase), % at 7.58 µM; actives 0.36% (n = 350,000);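 active = mean added fluorescence quench of at least 8% versus neutral control, with both replicates also reaching 8%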;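 note: cells transiently co-express mutant CFTR-F508del with the halide-sensitive YFP; corrector assay measuring rescue of mutant channel to the surface after 24 h compound exposure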
XiGFP reactiv: X-chromosome reactivation activator | XiGFP mouse fibroblasts, % GFP-positive cells imaging, 3 d; cells co-treated with 5-aza-dC sensitizer; scaled so ellipticine positive control = 100% | activation, % at 7.58 µM | actives 0.055% (n = 360,000) | AID 743238;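 active = mean normalized replicate activation at least 10% and every replicate at or above 10%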;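 note: 0% = median of on-plate neutral control wells and 100% = ellipticine 6 µM median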
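Schedule: 3 d treatment, 15 min room-temperature fixation; system: 68-5-11 XiGFP fibroblast line; buffer or medium: DMEM plus 5-aza-dC sensitizer; control set: ellipticine 6 µM positive control; compound: one concentration, pinned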
INS-1E GSIS act: primary screen for activators of insulin secretion dependent on glucose, INS-1E cells, GLuc reporter luminescence. INS-1E GLuc reporter insulin secretion, 2-3 h. activation, % at 16.6 µM. actives 0.61% (n = 370,000);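 active = lowest replicate activation of at least 40%, so every replicate reaches that level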;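 note: 0% = median of neutral control wells and 100% = median of IBMX positive control wells; some compounds called inactive have numbers as strong as hits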
esBAF inh: blocks esBAF chromatin remodeling in mouse ES cells | Bmi1-luciferase knock-in reporter, 24 h; 100% = twice the neutral-well signal | reporter increase, % at 12.5 µM | actives 2% (n = 350,000); in the data active = activation above about 40%;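 note: 0% = median of the plate's neutral control wells and 100% = double that signal; a rise in the Bmi1 reporter signal indicates esBAF inhibition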
ARNT TACC3 PPI: disruptors of human ARNT/TACC3 interaction; AID 623870; actives 0.66% (n = 390,000); AlphaScreen His-ARNT PAS-B/GST-TACC3 binding, luminescence; TACC3 fragment carries E629A point mutation; Q9Y6A5; inhibition, % at 9.99 µM;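 active = mean inhibition of replicates at least 50% and at least half of replicates each reaching 50%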;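 note: 0% = complete ARNT plus TACC3 wells and 100% = ARNT alone without TACC3; many hits fall short of the cut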
RAD52 inh: RAD52 (human) annealing inhibition; P43351; recombinant RAD52 DNA annealing, FRET fluorescence; inhibition, % at 18.7 µM; actives 0.46% (n = 360,000);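 active = every replicate showing at least 50% inhibition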
ERAP1 inh: ERAP1 (human) enzyme inhibition; recombinant ERAP1, Leu-AMC fluorescence, 60 min; inhibition, % at 10.7 µM; actives 0.15% (n = 340,000); Q9NZ08; AID 652197;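 active = mean replicate inhibition of at least 30%, or all replicates individually reaching that 30% level; inactive = mean below 30% and not every replicate reaching it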;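 note: 0% = neutral control wells and 100% = L-leucinethiol positive control wells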
Target sequence (Q9NZ08 whole entry, looked up): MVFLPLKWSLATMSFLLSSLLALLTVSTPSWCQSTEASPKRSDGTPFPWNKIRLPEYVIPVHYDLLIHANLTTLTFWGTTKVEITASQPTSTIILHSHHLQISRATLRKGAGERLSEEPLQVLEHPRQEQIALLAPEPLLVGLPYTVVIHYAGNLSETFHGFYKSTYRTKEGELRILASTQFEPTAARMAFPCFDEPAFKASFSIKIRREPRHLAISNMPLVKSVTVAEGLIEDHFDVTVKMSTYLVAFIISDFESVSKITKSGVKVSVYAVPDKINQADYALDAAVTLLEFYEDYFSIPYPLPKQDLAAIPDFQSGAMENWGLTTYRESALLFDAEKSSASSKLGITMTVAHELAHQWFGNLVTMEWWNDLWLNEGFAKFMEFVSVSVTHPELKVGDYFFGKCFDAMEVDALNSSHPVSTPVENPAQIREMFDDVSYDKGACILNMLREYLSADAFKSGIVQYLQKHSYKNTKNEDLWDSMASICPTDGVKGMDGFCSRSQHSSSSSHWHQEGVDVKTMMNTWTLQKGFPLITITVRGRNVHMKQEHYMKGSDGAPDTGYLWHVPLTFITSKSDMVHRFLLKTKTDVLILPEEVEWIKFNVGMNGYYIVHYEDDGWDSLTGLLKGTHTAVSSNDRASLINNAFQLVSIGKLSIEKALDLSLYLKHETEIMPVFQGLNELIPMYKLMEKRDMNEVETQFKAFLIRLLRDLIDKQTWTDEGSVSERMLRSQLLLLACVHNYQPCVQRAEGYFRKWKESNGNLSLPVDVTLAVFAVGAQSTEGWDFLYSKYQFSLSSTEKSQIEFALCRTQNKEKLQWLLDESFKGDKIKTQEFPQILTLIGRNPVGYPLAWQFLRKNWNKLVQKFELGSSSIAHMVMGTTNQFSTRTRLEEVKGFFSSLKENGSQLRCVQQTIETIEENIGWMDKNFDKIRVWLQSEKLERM
RAD54 inh: blocks human RAD54 Holliday junction branch migration; Q92698; FAM/BHQ fluorescence; inhibition, % at 10.4 µM; actives 0.14% (n = 360,000);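 active = mean normalized replicate activity at least 40 and at least half of replicates scoring 40 or more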;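 note: 0% = median of neutral control wells and 100% = median of positive control wells; inhibitors cause a drop in the FAM fluorescence signal; in these data hits start at about 50%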
Starred values were filed as active, the others as inactive; nt = not tested or not shown; & = joins results of further samples.

Molecule,CFTR F508del cor,XiGFP reactiv,INS-1E GSIS act,esBAF inh,ARNT TACC3 PPI,RAD52 inh,ERAP1 inh,RAD54 inh
COCC(=O)N1C[C@@H](C)[C@@H](OC)CN(C)C(=O)c2cc(NC(=O)c3cc(C)on3)ccc2OC[C@H]1C,-3.0,0.7,1,-3,-4,-8,-6,-6
Cc1ccccc1N(CC(=O)NCc1ccncc1)S(C)(=O)=O,-3.3,nt,11,-6,-5,7,-5,-8
O=C(NS(=O)(=O)c1cccc(F)c1)[C@H]1O[C@@H](n2ccc(=O)[nH]c2=O)[C@H](O)[C@@H]1O,2.7,0.1,-13,nt,nt,-1,1,nt
FC(F)(F)c1cc(-c2ccccc2)nc(-n2cncn2)n1,-1.0,nt,28,-1,-2,-17,5,-4
C[C@@H]1CCCCO[C@@H](CN(C)Cc2ccc3c(c2)OCO3)[C@H](C)CN([C@@H](C)CO)C(=O)c2cc(NC(=O)Nc3ccccc3)ccc2O1,1.6,0.1,-21,-3,18,39,0,1
CO[C@@H]1CN(C)C(=O)c2cc(NC(=O)C3CCC3)ccc2OC[C@H](C)N(Cc2ccc(F)cc2)C[C@H]1C,-1.6,0.3,-5,9,-6,10,1,11
COCCNCC(=O)Nc1ccc(C)c(S(=O)(=O)N2CCCCC2)c1,0.8,0.1,-3,nt,2,-8,2,-15
C[C@H]1CN([C@@H](C)CO)C(=O)c2cc(NS(=O)(=O)c3ccc(F)cc3)ccc2O[C@H]1CN(C)Cc1ccc(Oc2ccccc2)cc1,5.6,-0.2,-21,-1,-6,-6,0,-12
CO[C@@H]1CN(C)C(=O)c2cc(NC(=O)NC3CCCCC3)ccc2OC[C@@H](C)N(CCc2ccccc2)C[C@H]1C,-3.9&0.1,0.6&-0.1,0,2,-1,2&-12,0&-3,-2
N#Cc1c(N)[nH]c(C(=O)c2ccccc2)c1-c1ccc(Cl)cc1,2.0,0.1,-12,nt,nt,-15,nt,nt
CC(=O)c1ccc(N/C=C\C(=O)c2ccc(C)cc2)cc1,3.2,0.0,6,nt,-1,-16,12,nt
CCN(CC(=O)Nc1c(F)cccc1F)C(=O)C1CCC1,-4.0,-0.2,4,-6,-4,0,1,-7
O=C(COC(=O)c1cccc(Cl)c1Cl)NCCN1C(=O)CSC1=O,nt,0.5,nt,nt,2,-8,1,nt
O=C(Cc1ccccc1)N1CCC(c2ccccc2)C1 (stereo not given),-0.8,0.3,16,46*,-10,-6,1,nt
O=C(O)C1CC(O)CN1S(=O)(=O)c1ccc2ccccc2c1 (stereo not given),-3.6,0.0,5,-2,-3,-7,-9,-4
COc1cccc(CN2CCN(S(=O)(=O)c3ccc(Cl)s3)CC2)c1,1.6,0.1,-1,2,-17,-14,5,-16
O=C(Nc1ccccc1N1CCCC1)c1cccc(S(=O)(=O)N2CCOCC2)c1,2.4,0.4,7,5,0,2,0,3
C[C@H]1CN([C@@H](C)CO)C(=O)c2ccccc2-c2ccccc2CO[C@H]1CN(C)Cc1ccc(F)cc1,-0.1,-0.2,-19,-5,17,8,0,-14
Cc1ccc(S(=O)(=O)Nc2ccc3c(c2)C(=O)N([C@@H](C)CO)C[C@H](C)[C@@H](CN(C)Cc2ccc4c(c2)OCO4)OCCCC[C@@H](C)O3)cc1,1.4,0.2,-21,1,6,-1,-4,3
CCCn1nc(C(=O)Nc2cc(C(=O)OC)ccc2C)c2ccccc2c1=O,-1.4,nt,50,0,-3,-11,1,-3
CO[C@H]1CN(C)C(=O)c2ccc(NC(=O)C3CCC3)cc2OC[C@H](C)N(Cc2nccs2)C[C@@H]1C,2.1,0.1,-4,-1,-13,10,-4,-4
C[C@H](CO)N1C[C@H](C)[C@@H](CN(C)C(=O)c2cccc(F)c2)Oc2ncc(-c3ccccc3)cc2C1=O,-1.7,0.0,-10,0,nt,nt,nt,nt
COc1cc(CNc2ccc(N3CCCC3)cc2)cc(Cl)c1OC,-0.2,0.0,nt,nt,4,-13,0,nt
O=C(c1ccc(Cl)s1)N1CCN(c2nc3ccccc3s2)CC1,-0.8,0.1,-11,18,-2,-14,nt,0
COCC#Cc1ccc([C@H]2[C@@H](CO)N3CCCCN(Cc4ccncc4)C[C@H]23)cc1,0.7,0.3,0,1,-15,-2,0,-8
Cc1sc(NC(=O)Cc2ccc3c(c2)OCO3)nc1-c1ccc2c(c1)CCN2C(=O)c1ccccc1F,nt,0.0,-16,nt,0,nt,nt,8
COc1cccc(S(=O)(=O)N[C@H]2CC[C@H](CC(=O)NCc3ccncc3)O[C@@H]2CO)c1,0.6,0.1,-6,-4,-17,8,1,-1
CC1(c2nnc(-c3ccccc3)o2)CC(c2c(Cl)cccc2Cl)=NO1 (stereo not given),1.8,0.0,17,14,-12,-5,0,3
CCCCCCCn1c2c(c(=N)c3c1CCC3)CCCC2,-3.4,0.0,nt,nt,-1,-5,83*,nt
COCC(=O)Nc1ccc2c(c1)OC[C@H](C)N(C(C)=O)C[C@@H](C)[C@H](OC)CN(C)C2=O,nt,0.3,17,0,1,2,-3,2
COc1ccccc1C1=CC(=O)CCC1,-0.9,0.2,11,-1,4,nt,nt,-15
Cc1cccc(C(=O)NNC(=O)c2ccc(Br)cc2)c1,1.2,0.5,8,nt,-3,-1,1,nt
CN(C)c1ccc(C(CNC(=O)c2ccc(-c3ccccc3)cc2)N2CCOCC2)cc1 (stereo not given),1.6,0.7,-11,4,-3,-5,3,-10
COCC#Cc1cnc2c(c1)C(=O)N([C@H](C)CO)C[C@@H](C)[C@@H](CN(C)C(=O)C1CCCCC1)O2,-1.0,3.3,-8,-3,-3,-6,3,-4
COc1ccc(C(=O)C2CC2)cc1,1.4,0.0,13,2,-1,-13,-2,-7
COc1ccccc1S(=O)(=O)N1CC[C@@H]2[C@H](CO)Nc3ccc(-c4cccc(C#N)c4)cc3[C@@H]21,1.3,0.0,10,-1,7,-6,nt,-2
O=C(Cn1cncn1)NCCCc1ccccc1,0.9,0.1,7,-5,-4,-16,0,nt
COc1ccc(S(=O)(=O)N(C)C[C@H]2Oc3c(NC(=O)C4CCCCC4)cccc3C(=O)N([C@@H](C)CO)C[C@H]2C)cc1,-0.1,2.1,-14,1,-1,24,0,-2
COc1ccc(NC(=O)N(C)C[C@H]2Oc3ccc(NC(=O)Cc4cn(C)c5ccccc45)cc3C(=O)N([C@@H](C)CO)C[C@@H]2C)cc1,1.8,-1.2,-2,7,6,-6,0,0
COc1cc(/C=N/NC(=O)COc2cccc(F)c2)ccc1OS(=O)(=O)c1ccc(C)cc1,nt,0.1,8,nt,-4,-8,3,-2
CCc1nn(CCCC(=O)NCc2ccccc2C)c(=O)c2cc3occc3n12,2.3,0.0,7,-13,0,-5,2,12
O=C1CN(Cc2ccc(F)cc2)C[C@H]2[C@H](c3ccc(-c4ccccc4F)cc3)[C@H](CO)N12,-0.8,0.0,-27,nt,nt,-11,0,nt
COc1cc(C(=S)N2CCCC2)ccc1OCC(N)=O,1.2,0.1,4,-2,-2,-1,2,3
C[C@H](CO)N1C[C@H](C)[C@H](CN(C)Cc2ccc3c(c2)OCCO3)OCc2cn(nn2)CCCC1=O,0.7,0.1,25,-4,-8,-3,-1,3
C[C@@H]1CN([C@H](C)CO)S(=O)(=O)c2ccc(C#Cc3ccccc3F)cc2O[C@@H]1CN(C)C(=O)Cc1ccccc1,0.7&0.4,0.1&-0.1,5&9,12&13,7,-10&0,-1&-3,-5&-13
OC[C@H]1[C@@H](c2ccc(C#Cc3cccnc3)cc2)[C@H]2CN(Cc3ccccc3F)CCCCN21,2.0,0.2,-10,3,10,20,-2,-8
Cc1cc(C)n2nc(S(=O)(=O)N(C)c3ccccc3)nc2n1,-1.9,0.3,19,1,nt,-4,nt,2
CCOC(=O)c1cnc2ccc(F)cc2c1Nc1ccc2c(c1)OCCO2,nt,0.1,-32,nt,9,-3,-1,nt
COc1ccc(C(=O)N(Cc2cccs2)C2CCS(=O)(=O)C2)cc1 (stereo not given),-0.5,0.2,11,-7,-5,-9,2,-6
O=C(C1=C[C@H](C2CCCCC2)C[C@H](OCCCCO)O1)N1CCOCC1,0.7&1.3,0.0,-7,0,8,-10&-1,0,1

An excerpt from above in order of their number in esBAF inh, low to high:
Compound | CFTR F508del cor | INS-1E GSIS act | esBAF inh | ARNT TACC3 PPI | RAD52 inh | ERAP1 inh
COc1ccc(C(=O)N(Cc2cccs2)C2CCS(=O)(=O)C2)cc1 (stereo not given) | -0.5 | 11 | -7 | -5 | -9 | 2
COc1cc(C(=S)N2CCCC2)ccc1OCC(N)=O | 1.2 | 4 | -2 | -2 | -1 | 2
O=C(C1=C[C@H](C2CCCCC2)C[C@H](OCCCCO)O1)N1CCOCC1 | 0.7&1.3 | -7 | 0 | 8 | -10&-1 | 0

The list continues:
Molecule,CFTR F508del cor,XiGFP reactiv,INS-1E GSIS act,esBAF inh,ARNT TACC3 PPI,RAD52 inh,ERAP1 inh,RAD54 inh
CC(=O)Nc1nc(SCC(=O)NCC2CCCO2)[nH]c(=O)c1NC(=O)c1cccs1 (stereo not given),nt,0.2,5,nt,13,-13,4,nt
O=C(COc1cccc2cccnc12)NNC(=O)Nc1ccccc1,-0.4,0.1,14,nt,15,-10,1,nt
Cc1ccc(C(=O)NCC(=O)OCC(=O)Nc2cc(C)c(C)cc2[N+](=O)[O-])cc1,0.7,0.1,-6,12,-20,-7,-5,-1
COc1ccc(-c2nc(SCC(=O)N3CCCC3)n[nH]2)cc1,1.7,0.1,9,7,-5,3,-1,1
CN(C)CCCNCCCNC(=O)c1ccco1,0.4,0.3,9,-7,4,1,-3,2
Cn1c(=O)[nH]c(=O)c2c1nc(CN1CCN(c3cccc(Cl)c3)CC1)n2Cc1ccccc1Cl,-2.6,-0.2,nt,-41,-12,-10,3,-2
CCCS(=O)(=O)NC(=O)C1(C)CCN(C(=O)c2cccc(C(F)(F)F)c2)C1 (stereo not given),-1.7,0.2,nt,-6,nt,-8,-5,3
CCOC(=O)c1cc(S(=O)(=O)Nc2cccc(OC)c2)cn1C,-0.2,0.0,-19,8,1,6,-1,-6
COc1ccccc1N1CCN(C(=O)c2cc3c(C)nc4ccccc4c3o2)CC1,-2.9,0.1,-46,7,17,-8,-2,-3
S=C(NNC(=S)NC1CC2C=CC1C2)NC1CC2C=CC1C2 (stereo not given),0.0,-0.1,7,nt,-2,-8,9,1
CCOc1ncccc1C(=O)NNC(=O)c1ccc(NS(=O)(=O)c2cccs2)cc1,1.2,0.4,25,nt,2,-1,3,nt
